Source: PubChem BioAssay (several laboratories)
CDK5 inh: CDK5/p35 (human) kinase inhibition | inhibition, % at 10 µM | Recombinant CDK5/p35, ADP-Glo luminescence, 60 min | hit rate 0.01% among 330,000;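 active = highest replicate inhibition of at least 50% and at least 75% of replicates reaching 50%; inconclusive = only one of the two criteria met; inactive = both criteria failed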;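 note: plate controls were DMSO neutral control for no effect and GW8510 at 10 µM for full effect; many of its hits are not listed in these tables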
Target sequence (Q00535 whole entry, looked up): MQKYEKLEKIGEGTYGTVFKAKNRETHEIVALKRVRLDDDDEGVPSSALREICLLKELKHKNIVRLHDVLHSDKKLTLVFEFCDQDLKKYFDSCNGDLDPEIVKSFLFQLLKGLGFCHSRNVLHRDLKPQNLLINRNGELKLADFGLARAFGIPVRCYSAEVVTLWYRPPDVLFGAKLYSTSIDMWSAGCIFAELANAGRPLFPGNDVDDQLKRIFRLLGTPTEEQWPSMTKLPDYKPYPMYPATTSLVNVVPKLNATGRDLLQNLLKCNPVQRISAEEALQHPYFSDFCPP
Target sequence (Q15078 whole entry, looked up): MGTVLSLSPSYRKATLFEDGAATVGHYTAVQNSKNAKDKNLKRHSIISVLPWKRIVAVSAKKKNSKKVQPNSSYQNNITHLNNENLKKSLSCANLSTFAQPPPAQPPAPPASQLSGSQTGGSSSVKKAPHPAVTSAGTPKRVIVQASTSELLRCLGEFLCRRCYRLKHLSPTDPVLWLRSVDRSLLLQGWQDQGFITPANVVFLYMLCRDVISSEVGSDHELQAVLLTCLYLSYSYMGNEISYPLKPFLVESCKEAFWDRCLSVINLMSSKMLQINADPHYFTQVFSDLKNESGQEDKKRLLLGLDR
HTR5A ag ctr: counter-screen for OPRM1-OPRD1 agonists: human HTR5A agonism; HTR5A agonist assay, luminescence, cell-based; activation, % at 9.3 µM; hit rate 0.61% among 340,000; in the data active = activation mostly above about 9.5%, no sharp cut-off; inactive = mostly below about 7.6%;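 note: 0% = cells with vehicle only and 100% = reference agonist; strong numbers were not always called active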
Target sequence (P47898 whole entry, looked up): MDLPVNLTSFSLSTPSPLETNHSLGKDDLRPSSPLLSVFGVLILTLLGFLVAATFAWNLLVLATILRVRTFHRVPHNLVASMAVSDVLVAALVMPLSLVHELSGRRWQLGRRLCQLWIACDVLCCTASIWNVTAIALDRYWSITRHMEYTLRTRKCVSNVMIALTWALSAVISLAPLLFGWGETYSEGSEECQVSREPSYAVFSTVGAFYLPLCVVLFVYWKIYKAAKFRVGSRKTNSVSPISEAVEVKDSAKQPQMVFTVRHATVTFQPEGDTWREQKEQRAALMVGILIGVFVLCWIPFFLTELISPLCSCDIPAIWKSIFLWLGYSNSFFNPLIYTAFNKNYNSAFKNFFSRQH
SR-BI HDL uptake: inhibitors of mouse SR-BI mediated HDL lipid uptake. Q61009. ldlA[mSR-BI] CHO cells, DiI-HDL uptake fluorescence, 3 h. inhibition, % at 12.5 µM. hit rate 0.96% among 320,000. AID 488896;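 active = mean replicate inhibition of at least 70% and a set share of replicates each scoring 70 or more; inconclusive = meets just one of the two criteria; inactive = fails both criteria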;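 note: 0% = median of neutral control wells and 100% = median of positive control wells; values of inactives mirror those of a sister screen read the other way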
PvdQ acylase: P. aeruginosa PvdQ acylase inhibition | purified PvdQ acylase, fluorescence plate reader | inhibition, % at 10 µM | hit rate 0.063% among 340,000 | AID 488965; in the data active = inhibition above about 30%, passing the limit was not always enough; inconclusive = no clear call, values can overlap the other calls;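 note: 0% = vehicle neutral wells and 100% = reference inhibitor wells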
MITF act: increases MITF-driven TRPM1 promoter luciferase signal. hit rate 0.75% among 300,000. AID 588334. SK-MEL-5 TRPM1-promoter luciferase, 24 h; % of positive control, neutral wells = 0. activation, % at 12.5 µM;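 active = mean activation of at least 80% with every replicate also reaching 80%; inconclusive = mean reaches 80% but some replicate falls short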;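 note: 0% = neutral control wells and 100% = parthenolide positive control wells; values of inactives mirror those of a sister screen read the other way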
HTR5A inv ctr: HTR5A inverse agonism, opioid heterodimer counter-screen; P47898; HTR5A cell line, luminescence; inhibition, % at 9.3 µM; hit rate 0.083% among 340,000; AID 504634; in the data active = inhibition mostly above about 23%, no sharp cut-off; inactive = mostly below about 18%;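 note: 0% = cells with DMSO and 100% = no-cell wells with DMSO; some compounds called inactive have numbers as strong as hits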
Wnt bcat act: activates Wnt/beta-catenin signaling in a reporter cell assay; AID 743398; hit rate 1.2% among 300,000; activator, plate reader; activation, % at 9.35 µM; in the data active = activation above about 30%, passing the limit was not always enough; inconclusive = no clear call, values can overlap the other calls;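 note: 0% = neutral control wells and 100% = positive control wells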
NSD2 inh: inhibitors of human histone methyltransferase NSD2; O96028; NSD2 peptide methylation, AlphaScreen, 120 min; inhibition, % at 12.5 µM; hit rate 0.54% among 310,000; AID 743445; in the data active = inhibition above about 50%
V-ATPase pHluor: yeast V-ATPase proton transport regulation by pHLuorin. S. cerevisiae, pHLuorin cytosolic pH fluorescence. response, % at 10 µM. hit rate 0.37% among 350,000; in the data active = response mostly above about 7.3%, no sharp cut-off; inactive = mostly below about 5.4%; note: actives read high; inactives centre near 0; some compounds called inactive have numbers as strong as hits; reference of the scale not given here
dFosB activator: enhances mouse delta FosB homodimer DNA binding | P13346 | purified delta FosB, TAMRA-CDK5 oligo fluorescence polarization; percent of positive-control signal above neutral wells | activation, % at 25 µM | AID 493131 | hit rate 0.99% among 340,000;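 active = mean activation above about 17%, with every replicate also reaching it, limit read from the data, passing the limit was not always enough; inconclusive = only one of the two conditions met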;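 note: fluorescence polarization rise as delta FosB binds a TAMRA Cdk5 AP-1 oligo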
* hit, by the source's call. The order is random; 5% or so of the library scored in one or more.

Results for CCn1cc(CNC(=O)c2cc(COc3ccc(F)cc3Cl)on2)cn1 ?
CDK5 inh: 0.1; HTR5A ag ctr: 3; SR-BI HDL uptake: 18; PvdQ acylase: -9; MITF act: -3; HTR5A inv ctr: 13; Wnt bcat act: 1; NSD2 inh: -7; V-ATPase pHluor: -1; dFosB activator: -1

Results for COc1cccc(-c2c(C(=O)N/N=C/c3ccc(C)s3)nnn2-c2nonc2N)c1 ?
CDK5 inh: -0.9; HTR5A ag ctr: 2; SR-BI HDL uptake: 16; PvdQ acylase: -2; MITF act: 5; HTR5A inv ctr: 4; Wnt bcat act: -3; NSD2 inh: 5; V-ATPase pHluor: -9; dFosB activator: -2

Results for CC1CCCN(C2(O)C(=O)Nc3ccc([N+](=O)[O-])cc32)C1 (stereo not given) ?
CDK5 inh: 0.5; HTR5A ag ctr: -3; SR-BI HDL uptake: 16; PvdQ acylase: -6; MITF act: -1; HTR5A inv ctr: 9; Wnt bcat act: 2; NSD2 inh: 0; V-ATPase pHluor: 0; dFosB activator: 10

How did O=S(=O)(c1ccc2nnn(O)c2c1)N1CCOCC1 do in these assays?
CDK5 inh: 1.3; HTR5A ag ctr: 4; SR-BI HDL uptake: -21; PvdQ acylase: -17; MITF act: 19; HTR5A inv ctr: -2; Wnt bcat act: -1; NSD2 inh: 2; V-ATPase pHluor: -1; dFosB activator: -4

How did O=C1C(CO)C(CO)C(CO)C1CO (stereo not given) do in these assays?
CDK5 inh: -0.3; HTR5A ag ctr: 2; SR-BI HDL uptake: -24; PvdQ acylase: -14; MITF act: 2; HTR5A inv ctr: -9; Wnt bcat act: -4; NSD2 inh: -1; V-ATPase pHluor: 4; dFosB activator: 3

How did COCCNC(=O)CSc1nc2cc(OC)c(OC)cc2c(=O)n1Cc1ccco1 do in these assays?
CDK5 inh: -0.5; HTR5A ag ctr: 0; SR-BI HDL uptake: -20; PvdQ acylase: 2; MITF act: 10; HTR5A inv ctr: 0; Wnt bcat act: -4; NSD2 inh: -2; V-ATPase pHluor: 1; dFosB activator: 7

Results for N#Cc1cn(CCOc2ccc(F)cc2)c2ccccc12 ?
CDK5 inh: 0.2; HTR5A ag ctr: 18; SR-BI HDL uptake: 22; PvdQ acylase: -5; MITF act: 20; HTR5A inv ctr: -44; Wnt bcat act: -1; NSD2 inh: -6; V-ATPase pHluor: 4; dFosB activator: -7

Results for CCOc1ccc(NC(=O)c2cnsn2)cc1 ?
CDK5 inh: 1.3; HTR5A ag ctr: 1; SR-BI HDL uptake: 8; PvdQ acylase: inconclusive; MITF act: 14; HTR5A inv ctr: 1; Wnt bcat act: 6; NSD2 inh: -1; V-ATPase pHluor: 2; dFosB activator: -2

What do the screens show for `Cc1cc(C)n2nc(N)nc2n1`?
CDK5 inh: 2.8; HTR5A ag ctr: 0; SR-BI HDL uptake: -11; PvdQ acylase: 6; MITF act: -11; HTR5A inv ctr: 1; Wnt bcat act: -1; NSD2 inh: -1; V-ATPase pHluor: -2; dFosB activator: 2

Results for Cn1c(COc2ccccc2O)[n+](C)c2ccccc21 ?
CDK5 inh: 1.3; HTR5A ag ctr: 6; SR-BI HDL uptake: -11; PvdQ acylase: 21; MITF act: -8; HTR5A inv ctr: -21; Wnt bcat act: 4; NSD2 inh: -1; V-ATPase pHluor: -4; dFosB activator: 5

Results for CC(C)c1nnc(NC(=O)Cc2ccc(Br)cc2)s1 ?
CDK5 inh: -1.1; HTR5A ag ctr: 1; SR-BI HDL uptake: -26; PvdQ acylase: -3; MITF act: -9; HTR5A inv ctr: -5; V-ATPase pHluor: 0; dFosB activator: 3

Results for Cc1ccc(NC(=O)C2CC3CCC2C3)c(Br)c1 (stereo not given) ?
CDK5 inh: 1.6; HTR5A ag ctr: 2; SR-BI HDL uptake: 2; PvdQ acylase: 6; MITF act: 52; HTR5A inv ctr: 4; Wnt bcat act: 7; NSD2 inh: -4; V-ATPase pHluor: 1; dFosB activator: -2

What do the screens show for `C=C(C)c1ccccc1`?
CDK5 inh: -0.4; HTR5A ag ctr: -1; SR-BI HDL uptake: -5; PvdQ acylase: -11; MITF act: 0; HTR5A inv ctr: 2; Wnt bcat act: 1; V-ATPase pHluor: 2; dFosB activator: -3

Results for NC(=O)NOCc1cccc(Cl)c1 ?
CDK5 inh: -1.8; HTR5A ag ctr: 1; SR-BI HDL uptake: -2; PvdQ acylase: -4; MITF act: -6; HTR5A inv ctr: 6; Wnt bcat act: 0; NSD2 inh: -2; V-ATPase pHluor: 1; dFosB activator: 3

What do the screens show for `Cn1cc(NC(=O)Nc2ccc(C(F)(F)F)cc2)c(C(F)(F)F)n1`?
CDK5 inh: 1.8; HTR5A ag ctr: -2; SR-BI HDL uptake: 22; PvdQ acylase: 7; HTR5A inv ctr: -12; Wnt bcat act: 2; NSD2 inh: -2; V-ATPase pHluor: -2; dFosB activator: -6

How did COc1ccc(CCNC(=S)Nc2cc(C)ccc2C)cc1 do in these assays?
CDK5 inh: 0.3; HTR5A ag ctr: -2; SR-BI HDL uptake: 6; PvdQ acylase: -4; MITF act: 3; HTR5A inv ctr: 7; NSD2 inh: -3; V-ATPase pHluor: -1; dFosB activator: -3

Results for CCCn1c(CCC(=O)O)ccc1-c1ccccc1 ?
CDK5 inh: 0.4; HTR5A ag ctr: -1; SR-BI HDL uptake: -4; PvdQ acylase: -19; MITF act: 0; HTR5A inv ctr: -10; Wnt bcat act: -1; NSD2 inh: 3; V-ATPase pHluor: -2; dFosB activator: 5

Results for O=C1CCC(C(=O)N(c2ccccc2)C2(C(=O)NC3CCCCC3)CCCCC2)N1 (stereo not given) ?
CDK5 inh: -1.6; HTR5A ag ctr: -1; SR-BI HDL uptake: 5; PvdQ acylase: -11; MITF act: 1; HTR5A inv ctr: 14; NSD2 inh: -1; V-ATPase pHluor: 2; dFosB activator: 5

Results for Cc1[nH]c2ccccc2c1N=Nc1ccccc1F ?
CDK5 inh: -0.3; HTR5A ag ctr: 1; SR-BI HDL uptake: 35; PvdQ acylase: -15; MITF act: 5; HTR5A inv ctr: 2; Wnt bcat act: 15; NSD2 inh: 12; V-ATPase pHluor: 2; dFosB activator: -3

Results for COCCCN(C(=S)Nc1ccc(OC)cc1)C(C)c1ccncc1 (stereo not given) ?
CDK5 inh: 0.9; HTR5A ag ctr: 4; PvdQ acylase: -13; MITF act: -2; HTR5A inv ctr: -20; Wnt bcat act: -1; NSD2 inh: 1; V-ATPase pHluor: -2; dFosB activator: -3

Results for O=C(OCc1ccc2c(c1)OCO2)c1ccc(S(=O)(=O)N2CCCC2)cc1 ?
CDK5 inh: -0.5; HTR5A ag ctr: 5; SR-BI HDL uptake: -20; PvdQ acylase: 1; MITF act: 12; HTR5A inv ctr: 4; NSD2 inh: -9; V-ATPase pHluor: 2; dFosB activator: 1

Results for COc1cccc(C(=O)CN(C(=O)c2ccc(Cl)c(Cl)c2)N2C(=O)C3CCCCC3C2=O)c1 (stereo not given) ?
CDK5 inh: -0.8; HTR5A ag ctr: 1; SR-BI HDL uptake: 10; PvdQ acylase: 10; MITF act: 3; HTR5A inv ctr: -3; Wnt bcat act: 0; NSD2 inh: 0; V-ATPase pHluor: -7; dFosB activator: -5

Results for C=Cn1ccnc1CC(O)c1ccc(OC)cc1 (stereo not given) ?
CDK5 inh: 3.7; HTR5A ag ctr: 1; SR-BI HDL uptake: -8; PvdQ acylase: 26; HTR5A inv ctr: -18; Wnt bcat act: 1; NSD2 inh: 2; V-ATPase pHluor: 2; dFosB activator: 4

How did COc1ccc(C(=O)NCc2ccc3c(c2)OCO3)cc1S(=O)(=O)N1CCCC1 do in these assays?
CDK5 inh: -3.0; HTR5A ag ctr: 2; SR-BI HDL uptake: -1; PvdQ acylase: -4; MITF act: -4; HTR5A inv ctr: -6; Wnt bcat act: 0; NSD2 inh: 0; V-ATPase pHluor: -3; dFosB activator: -5

What do the screens show for `CCOc1ccc(-n2nc3c(=O)[nH]nc(C)c3c2C)cc1`?
CDK5 inh: 0.2; HTR5A ag ctr: -5; SR-BI HDL uptake: 39; PvdQ acylase: -9; MITF act: 2; HTR5A inv ctr: 17; Wnt bcat act: 1; NSD2 inh: -2; V-ATPase pHluor: -2; dFosB activator: -8

How did Cc1ccc(C(=O)Nc2ccc(S(=O)(=O)N3CCN(C)CC3)cc2)cc1 do in these assays?
CDK5 inh: -1.4; HTR5A ag ctr: 2; SR-BI HDL uptake: 19; PvdQ acylase: -7; MITF act: 15; HTR5A inv ctr: -35; NSD2 inh: 0; V-ATPase pHluor: 13; dFosB activator: -11

Results for C[C@H]1CCC[C@]2(O[C@H](CCO)C[C@H](O)[C@H]2O)O1 ?
CDK5 inh: -0.1; HTR5A ag ctr: -1; SR-BI HDL uptake: 1; PvdQ acylase: -12; MITF act: -4; HTR5A inv ctr: 8; Wnt bcat act: -3; V-ATPase pHluor: 1; dFosB activator: 1

What do the screens show for `COC(=O)CSc1nc2cc3c(cc2cc1C)OCO3`?
CDK5 inh: 1.3; HTR5A ag ctr: -1; SR-BI HDL uptake: 26; PvdQ acylase: -7; MITF act: 2; HTR5A inv ctr: 2; Wnt bcat act: -1; NSD2 inh: -4; V-ATPase pHluor: 0; dFosB activator: -3

How did CN(CC(=O)NCC(=O)Nc1ccc(F)cc1)CC(=O)Nc1ccc(Cl)c(C(F)(F)F)c1 do in these assays?
CDK5 inh: 1.5; HTR5A ag ctr: 6; SR-BI HDL uptake: 4; PvdQ acylase: -8; MITF act: -4; HTR5A inv ctr: -4; Wnt bcat act: -1; NSD2 inh: -7; V-ATPase pHluor: -4; dFosB activator: -2

Results for CS(=O)(=O)Nc1cccc(C(=O)CC2(O)C(=O)Nc3ccccc32)c1 (stereo not given) ?
CDK5 inh: 0.1; HTR5A ag ctr: -2; SR-BI HDL uptake: 18; PvdQ acylase: -7; HTR5A inv ctr: 5; Wnt bcat act: 1; NSD2 inh: 0; V-ATPase pHluor: 0; dFosB activator: 1

What do the screens show for `C#CCOCCOCCOCCNc1nc(N2CCN(C(=O)[C@H]([C@@H](C)CC)n3cc(CCCN=C(N)N)nn3)CC2)nc(N2CCN(C(=O)[C@H](CCCCN)n3cc(CCC(=O)O)nn3)CC2)n1`?
CDK5 inh: 0.1; HTR5A ag ctr: 3; SR-BI HDL uptake: 3; PvdQ acylase: -27; MITF act: 8; HTR5A inv ctr: 16; Wnt bcat act: -3; V-ATPase pHluor: -4; dFosB activator: -5

What do the screens show for `O=C(NCc1ccccn1)Nc1cccc(Cl)c1`?
CDK5 inh: -0.6; HTR5A ag ctr: 2; SR-BI HDL uptake: -22; PvdQ acylase: -2; MITF act: 136*; HTR5A inv ctr: 13; Wnt bcat act: 38*; NSD2 inh: -2; V-ATPase pHluor: 0; dFosB activator: -4

What do the screens show for `COc1cc(C(C(=O)NC2CCCC2)N(Cc2ccco2)C(=O)c2snc(C(N)=O)c2N)cc(OC)c1OC` (stereo not given)?
CDK5 inh: 0.3; HTR5A ag ctr: -1; SR-BI HDL uptake: -4; PvdQ acylase: 3; MITF act: 1; HTR5A inv ctr: -10; Wnt bcat act: -1; NSD2 inh: -3; V-ATPase pHluor: -2; dFosB activator: 5

What do the screens show for `O=C(Nc1ccc(Cl)cn1)C1CCCN1S(=O)(=O)c1ccc(Cl)cc1` (stereo not given)?
CDK5 inh: -3.1; HTR5A ag ctr: -1; SR-BI HDL uptake: 4; PvdQ acylase: -9; MITF act: 0; HTR5A inv ctr: -23; NSD2 inh: -1; V-ATPase pHluor: 5; dFosB activator: 0
